# ST2 IL33 inh: inhibitors of human ST2 (IL1RL1) binding to IL-33, primary screen, biochemical, AlphaLISA; Interleukin-1 receptor-like 1 (Homo sapiens), Q01638; AlphaLISA ST2-Fc/biotin-IL-33 interaction, 1 h; inhibition, % for hits at 17 µM; 2.3% of 78,000 active; AID 1259354, 2018; in the data active = inhibition above about 30%; inconclusive = mostly about 10% to 28%
# Target sequence (Q01638 whole entry, looked up): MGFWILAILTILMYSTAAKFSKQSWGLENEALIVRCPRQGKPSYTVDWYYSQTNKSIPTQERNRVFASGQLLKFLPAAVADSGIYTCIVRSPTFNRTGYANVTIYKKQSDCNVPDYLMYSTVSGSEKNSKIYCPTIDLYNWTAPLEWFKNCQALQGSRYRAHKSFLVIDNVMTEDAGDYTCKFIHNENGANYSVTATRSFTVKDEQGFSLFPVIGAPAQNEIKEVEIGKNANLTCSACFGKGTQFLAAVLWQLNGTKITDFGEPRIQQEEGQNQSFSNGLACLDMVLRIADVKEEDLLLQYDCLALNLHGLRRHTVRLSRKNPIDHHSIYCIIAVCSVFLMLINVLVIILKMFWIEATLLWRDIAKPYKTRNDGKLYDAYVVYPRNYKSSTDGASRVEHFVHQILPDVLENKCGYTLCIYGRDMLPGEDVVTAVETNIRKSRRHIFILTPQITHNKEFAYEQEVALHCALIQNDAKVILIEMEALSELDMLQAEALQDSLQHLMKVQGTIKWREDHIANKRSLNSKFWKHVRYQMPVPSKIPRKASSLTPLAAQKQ
# Calls only; i = inactive; u = inconclusive.
SMILES,ST2 IL33 inh
N#C/C(=C\c1ccc(O)c(O)c1)C(=O)NCCCNC(=O)/C(C#N)=C/c1ccc(O)c(O)c1,u
Cc1cccc(-n2c3nc(=O)[nH]c(=O)c-3cc3c(Cl)cccc32)c1,i
CC(=O)Oc1ccc2c(=O)c(-c3ccccc3C)c(C)oc2c1C,i
CNC(=O)[C@@H]1C[C@H](N)CN1C(=O)c1ccccc1Oc1ccccc1,i
COc1ccc(CN(CCC(c2ccc(F)cc2)C2CCOC(C)(C)C2)C(=O)c2ccco2)cc1 (centres undefined),u
COc1ccc(-c2c3c(=O)n(C)c(=O)n(C)c3cn2-c2ccccc2N)cc1,u
COc1ccc(CCn2nc(C(=O)NC3CC3)c3c2CCN(C(=O)C2Cc4ccccc4O2)C3)cc1 (centres undefined),i
CC(=O)NC[C@H]1O[C@@H](CO)[C@@H](O)[C@H]1N1CCc2ccccc2C1,i
CC1CC(C)CC(S(=O)(=O)N2CCC(C(=O)O)CC2)C1 (centres undefined),i
Nc1nonc1-c1noc(COc2cccc(Cl)c2Cl)n1,i
CC(=O)Nc1ccc(CN2CCCCC2CN2CCOCC2)cc1 (centres undefined),i
Cc1sc2ncnc(N3CC(C)OC(C)C3)c2c1C (centres undefined),u
N#COc1ccc(Nc2ccc(OC#N)cc2)cc1,u
CC1(C)CC2(C=CC(=O)C=C2)C(SCc2ccccc2)=N1,i
NS(=O)(=O)c1ccc(NC(=O)c2ccccc2)cc1,i
CC(Sc1nnnn1-c1ccccc1)C(=O)Nc1nccs1 (centres undefined),i
CCc1cc2c(-c3ccccc3)cc(=O)oc2cc1O,i
O=C1CCCc2nn(-c3ccccc3)c(-c3ccccc3O)c21,u
N#CC1=C(N)OC2=C(C(=O)CC(c3ccccc3)C2)C1c1ccc(F)c(Br)c1 (centres undefined),i
Cc1ccc(OCC(=O)Nc2cccnc2)cc1C,i

# Given with each value named: entries from further up
> CNC(=O)[C@@H]1C[C@H](N)CN1C(=O)c1ccccc1Oc1ccccc1
  ST2 IL33 inh = i

> COc1ccc(CN(CCC(c2ccc(F)cc2)C2CCOC(C)(C)C2)C(=O)c2ccco2)cc1 (centres undefined)
  ST2 IL33 inh = u

> COc1ccc(-c2c3c(=O)n(C)c(=O)n(C)c3cn2-c2ccccc2N)cc1
  ST2 IL33 inh = u

> COc1ccc(CCn2nc(C(=O)NC3CC3)c3c2CCN(C(=O)C2Cc4ccccc4O2)C3)cc1 (centres undefined)
  ST2 IL33 inh = i

# (continued)
SMILES,ST2 IL33 inh
COc1ccc(-n2c(C)c([N+](=O)[O-])c3ccc(O)c(CN4CCCCC4)c32)cc1,u
COc1cccc(NC(=O)CN2N=NC3C(=O)N(c4ccc(F)cc4)C(=O)C32)c1 (centres undefined),i
Cc1cc(C)n(CC(C)n2ccnc2C2CCN(C(C)C)CC2)n1 (centres undefined),u
O=C(CN1CCCC1)OCCCc1ccccc1,u
CC1=C(C(=O)N2CCCC(N3CCN(c4ccccc4F)CC3)C2)OCCO1 (centres undefined),i
Cc1ccc(OCCOCCn2ccnc2)c(Br)c1,i
CCOc1ccc(CC(=O)Nc2cc([N+](=O)[O-])ccc2OC)cc1OCC,u
COc1ccc(-c2nnc(NC(=O)c3ccc(S(=O)(=O)N4CCCCCC4)cc3)o2)cc1,i
CC1CN(C(=O)COc2ccccc2)C(C)CN1C(=O)COc1ccccc1 (centres undefined),i
O=C(C1=C(O)C(=O)N(CCCN2CCOCC2)C1c1cccnc1)c1cc2ccccc2o1 (centres undefined),i
O=C(c1cc2c(=O)oc3ccccc3c2s1)N1CCN(c2ccccn2)CC1,i
CC(=O)c1ccc(C(=O)N2CCC3(CCCN(CCC4CCCCC4)C3)C2)cc1 (centres undefined),i
Nc1ccc(OC(F)(F)C(F)F)c(N)c1,u
O=C(c1ccc(N2CCOCC2)nc1)N1CCC(CCc2ccccc2)CC1,i
COc1cccc2cc(C(=O)Nc3ccc(Cl)cc3Cl)c(=O)oc12,i
Cn1c(=O)c2c(SCC(=O)NCCc3ccccc3)nc(-c3cccs3)nc2n(C)c1=O,i
O=C1Nc2ccccc2C12CCCN(Cc1cnc(-c3ccccn3)nc1)C2 (centres undefined),u
CCCCOc1ccc(C2C(C(=O)OC)=C(C)N=C3SCCC(=O)N32)cc1OC (centres undefined),i
CCC(c1cccnc1)N(C)Cc1c(CO)cnc(C)c1O (centres undefined),i
Cc1c(Cl)cccc1NC(=O)c1ncn[nH]1,i
Cn1c(=O)c2c(SCC(=O)c3ccccc3)nc(-c3cccs3)nc2n(C)c1=O,i
CC(C)c1nnc(NC(=O)c2ccc(Br)cc2)s1,i
COc1ccc(-c2nc(NCc3ccccc3)c3ccccc3n2)cc1OC,i
Cc1ccc(C2SCC(=O)N2c2ccc(C)cc2)cc1 (centres undefined),i
COc1ccc(Cl)cc1N1C(=O)C2CCCN2C1c1ccc(Br)cc1 (centres undefined),i
CCN(c1ccccc1)c1ncnc2c1cnn2-c1cccc(C)c1,u
CC(C)(C)c1nnc(Nc2ccccc2Cl)[nH]c1=O,i
CC(C)CC(=O)Nc1ccc([N+](=O)[O-])cc1Cl,i
CC(=O)N1C(C[N+](=O)[O-])CC(C)N1c1ccccc1 (centres undefined),i
NC(=O)Cn1cnc2c(cnn2-c2ccc(Cl)cc2)c1=O,u
O=C(c1ccc(S(=O)(=O)N2CCCC2)cc1)N1CCN=C1SCc1ccccc1F,i
c1ccc(-c2nonc2-c2ccccc2)cc1,u
O=C(C(Cc1ccccc1)NS(=O)(=O)c1cccs1)N1CCc2ccccc21 (centres undefined),u
c1ccc(Cn2c(SCc3ncn[nH]3)nc3ccccc32)cc1,u
COc1ccc(-c2nnc(NC(=O)c3ccc(Cl)cc3Cl)s2)cc1OC,u
O=C(c1cccc(N2CCNC2=O)c1)N1CCn2cncc2C1,u
CCn1cc(C(=O)NC2CCCCC2C)c(=O)c2cc(S(=O)(=O)N3CCCCC3)ccc21 (centres undefined),i
O=C(CCN1CCOCC1)c1ccccc1,u
CCCOCCOC(=O)C1=C(C)NC2=C(C(=O)C(C(=O)OC)C(C)C2)C1c1cccc(Cl)c1 (centres undefined),i
C=C(C)C(C)(O)C#CCN1CCOCC1 (centres undefined),i
CCOC(=O)c1c(NC(=O)c2noc3c2CCCCC3)sc2c1CCCC2,u
COc1ccc(C(=O)Cn2c(Br)nc3c2c(=O)n(C)c(=O)n3C)cc1,i
Cc1cc(C)cc(CCC(=O)N(C)CCc2cn[nH]c2)c1,i
COc1ccccc1-c1c(C)nn2c(N)c(-c3ccc(Cl)cc3)cnc12,i
CS(=O)(=NS(=O)(=O)c1ccccc1)c1ccccc1 (centres undefined),i
Cc1ccc(NCN2C(=O)C3C4CCC(C4)C3C2=O)cc1Cl (centres undefined),i
C=C1C(C)(C)[C@H]2CC[C@@]1(C(=O)N1CCC(CN3CCCC3=O)CC1)C2,i
COc1ccc(C2=NN(C(=O)CCC(=O)O)C(c3cc(OC)ccc3OC)C2)cc1 (centres undefined),i
Cc1ccc2c(c1Br)C(=Nc1ccc(F)cc1)C(=O)N2,u
Cn1cncc1-c1nnc([C@H]2CCN(Cc3ccccc3F)C2)o1,i
CC(=O)N[C@H]1CCN(C(=O)C[C@@H]2[C@H](O)CCC3[C@]4(C)CO[C@@H](COc5ccccc5)O[C@@H]4CC[C@]32C)C1 (some centres undefined),i
Cc1ccc(C(=O)c2oc3ccc(Cl)cc3c2N)cc1,u
O=C(C[C@@H]1O[C@H](CNCc2cccc(Cl)c2)[C@@H](O)[C@H]1O)N1CCN(c2ccc(F)cc2)CC1,i
CC1CCCCC1NC(=O)CN1C(=O)CSc2cc(S(=O)(=O)N3CCCCCC3)ccc21 (centres undefined),i
O=C(/C=C/CCc1ccccc1)CCc1ccccc1,i
COc1ccc(OC)c(CNC(=O)CCN2CCCCO2)c1,i
Cc1ccc(Cn2c(CNS(=O)(=O)c3ccccc3)nc3cccnc32)cc1,u
CN1C(=O)c2ccccc2Sc2ccc(C(=O)NCCN3CCOCC3)cc21,i
CCOc1cccc(CN2CCC(C(=O)NCc3ccccn3)CC2)c1O,i
O=C(CCS(=O)(=O)c1cccs1)Nc1ccc(F)cc1,i

# Sorted by number of heavy atoms (falling): part of the list above
SMILES,ST2 IL33 inh
CC(=O)N[C@H]1CCN(C(=O)C[C@@H]2[C@H](O)CCC3[C@]4(C)CO[C@@H](COc5ccccc5)O[C@@H]4CC[C@]32C)C1 (some centres undefined),i
O=C(C[C@@H]1O[C@H](CNCc2cccc(Cl)c2)[C@@H](O)[C@H]1O)N1CCN(c2ccc(F)cc2)CC1,i
CC1CCCCC1NC(=O)CN1C(=O)CSc2cc(S(=O)(=O)N3CCCCCC3)ccc21 (centres undefined),i
COc1ccc(C2=NN(C(=O)CCC(=O)O)C(c3cc(OC)ccc3OC)C2)cc1 (centres undefined),i
Cn1cncc1-c1nnc([C@H]2CCN(Cc3ccccc3F)C2)o1,i
COc1ccc(OC)c(CNC(=O)CCN2CCCCO2)c1,i
Cc1ccc(C(=O)c2oc3ccc(Cl)cc3c2N)cc1,u

# (listing goes on)
SMILES,ST2 IL33 inh
Cc1nn(C)c(C)c1CN(CC1CCCC1)C1CC1,i
COc1ccc(C)cc1NS(=O)(=O)c1cc(Br)cc2c1N(C(=O)C1CC1)CC2,u
CCOc1ccc(Br)cc1/C=C1\NC(=O)N(Cc2ccc(Cl)cc2)C1=O,i
CCOc1ccc(N(CC(=O)NC)S(C)(=O)=O)cc1,i
O=C(CSc1nc2c(sc3ccccc32)c(=O)n1Cc1ccccc1)NCc1ccco1,i
Cc1ccc(-n2c(C)nc3c(cnn3-c3ccc(C)c(C)c3)c2=O)cc1C,i
COc1cc(OC)c(-n2cc(-c3ccc(Br)cc3)[nH]c2=O)cc1Cl,u
COCCN1CCC(CN(CC2CCCO2)C(=O)c2ccccc2SC)CC1 (centres undefined),i
O=C(c1ccc(Br)cc1)N1CCC(Cc2ccccc2)CC1,i
CCCSc1oc(-c2ccccc2)nc1S(=O)(=O)c1ccccc1,i
O=C(NCc1ccc2c(c1)OCO2)c1ccc(Cn2c(=O)[nH]c3ccsc3c2=O)cc1,i
COc1cccc(-n2cc(CN(C)Cc3cn(C)nc3-c3cccc(Cl)c3)cn2)c1,u
COCc1nc(N2CCOc3ccc(Cl)cc3C2)c2cnn(C)c2n1,i
CCS(=O)(=O)Nc1ccc(C(=O)CC2(O)C(=O)Nc3ccc(Br)cc32)cc1 (centres undefined),i
Oc1ccccc1-c1nc2cnccn2c1Nc1ccc2c(c1)OCCO2,u
Cc1ccc(O)c(NC(=O)c2cc(C3CC3)on2)c1,u
Cn1c(CN2CCCC(CCC(=O)NCc3ccccc3F)C2)nc2ccccc21 (centres undefined),i
COc1ccc2cc3cc(C(=O)NCCCN4CCN(Cc5ccccc5)CC4)oc3nc2c1,i
Cc1cc(C(=O)N2CCCC(C(=O)c3ccc(Cl)cc3C)C2)nc(C)n1 (centres undefined),u
CC1CCCN(c2ncnc3c2cnn3-c2ccccc2)C1 (centres undefined),i

# Quoted at random: two records from the list.
SMILES,ST2 IL33 inh
Cc1ccc(-n2c(C)nc3c(cnn3-c3ccc(C)c(C)c3)c2=O)cc1C,i
Cn1c(CN2CCCC(CCC(=O)NCc3ccccc3F)C2)nc2ccccc21 (centres undefined),i

# Continued.
SMILES,ST2 IL33 inh
COCCN1C(=O)CC(CC(=O)N(C)Cc2csc(C)n2)(c2ccccc2Cl)C1=O (centres undefined),u
COc1ccc(C2SCC(=O)N2c2ccccc2)cc1 (centres undefined),i
CCCOc1cccc(C(=O)Nc2ccc([N+](=O)[O-])cc2OC)c1,i
COCCN[C@H]1[C@@H]2OC[C@@H](O2)[C@@H](NCc2ccc(F)cc2)[C@@H]1O,i
CC1(C)CC[C@]2(C(=O)O[C@@H]3O[C@H](CO)[C@@H](O)[C@H](O)[C@H]3O)CC[C@]3(C)C(=CCC4[C@@]5(C)CC[C@H](O[C@@H]6O[C@H](C(=O)O)[C@@H](O[C@@H]7O[C@H](CO)[C@@H](O)[C@H](O)[C@H]7O)[C@H](O)[C@H]6O[C@@H]6O[C@H](CO)[C@@H](O)[C@H](O)[C@H]6O)C(C)(C)C5CC[C@]43C)C2C1 (some centres undefined),i
Cc1ccc(NC(=O)c2ccc3nc4ccccc4nc3c2)cc1,u
O=C(O)c1cccc(N=Cc2nc(-c3ccc(Cl)cc3)oc2O)c1,u
Cc1cc(NC(=O)CCS(=O)(=O)c2cccc3nsnc23)ccc1Br,i
CCc1nc(C)ccc1OCC(=O)N1CCOC(Cc2ccccc2)C1 (centres undefined),i
O=C(C1CCN(c2nc(-c3ccccc3)nc3c2CCC3)CC1)N1CCc2ccccc2C1,i
COc1ccc2nc(Nc3nnc(-c4ccc(Cl)cc4)o3)sc2c1,u
CCSc1nnc2c(n1)OC(c1ccc3c(c1)OCO3)N(C(C)=O)c1ccccc1-2 (centres undefined),u
COCCNC(=O)[C@H](CSCc1ccccc1)N1Cc2ccccc2C1=O,i
COc1ccc(C2C(C(=O)Nc3ccc(C)c(F)c3)c3cc(OC)c(OC)cc3C(=O)N2C)cc1 (centres undefined),u
CN(Cc1cnn(-c2ccc(F)cc2)c1)Cc1nc(-c2cccs2)no1,u
CCCc1nnc2n1N=C(c1ccc(Br)cc1)CS2,i
CCOc1ccc(S(=O)(=O)Nc2ccc(OC)cc2)c2cccnc12,i
Clc1nc(Nc2ccccc2)nc(Nc2ccccc2)n1,i
CC(=O)OCC1=C(C(=O)O)N2C(=O)[C@@H](NC(=O)CSc3ccncc3)[C@H]2SC1,u
Cc1onc(-c2ccccc2Cl)c1C(=O)NCCSc1c[nH]c2ccccc12,i
CCOC(=O)c1cccc(NC(=O)N[C@H]2CO[C@H]3[C@@H]2OC[C@H]3OC(=O)Nc2ccccc2)c1,i
CCCCNC(=O)CSC1=Nc2ccccc2C2=NC(Cc3ccccc3)C(=O)N12 (centres undefined),u
COc1ccc(Oc2nc3c(c(=O)n(C)c(=O)n3C)n2Cc2ccc(Br)cc2)cc1,u
CC(=O)c1cc(CC(=O)NCc2ccc(F)cc2F)cs1,u
CCN1CCN(C(=O)c2cn(CCOC)c(=O)c3c2c2ccccc2n3C)CC1,i
COc1ccccc1NC(=O)C1=C(C)Nc2nnnn2C1c1ccccc1Cl (centres undefined),i
CC(=O)c1ccc(NC(=O)c2cccc(C)c2)cc1,i

# High-throughput results (PubChem BioAssay)

# Some of the compounds tested. The share of hits here may be higher or lower than overall.
